# Bioassay records deposited in PubChem BioAssay by several laboratories.
# PostGolgi yeast: growth inhibition of a yeast mutant, post-Golgi transport screen | post-Golgi transport phenotypic cell assay | inhibition, % at 10 µM | 0.9% of 98,000 active | AID 739;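 note: yeast cells grown in 1536-well plates; yeast grown about 18 h at 30C before absorbance read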
# S1P2 antag: S1P2 (human) receptor antagonism; O95136; cell-based S1P2 antagonist assay, inhibition at 5 uM; inhibition, % at 5 µM; 0.21% of 97,000 active; AID 736; in the data active = inhibition above about 45%;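 note: CRE beta-lactamase reporter cells expressing human S1P2 stimulated with S1P; 0% = agonist at EC80 alone and 100% = agonist plus reference antagonist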
# Target sequence (O95136 whole entry, looked up): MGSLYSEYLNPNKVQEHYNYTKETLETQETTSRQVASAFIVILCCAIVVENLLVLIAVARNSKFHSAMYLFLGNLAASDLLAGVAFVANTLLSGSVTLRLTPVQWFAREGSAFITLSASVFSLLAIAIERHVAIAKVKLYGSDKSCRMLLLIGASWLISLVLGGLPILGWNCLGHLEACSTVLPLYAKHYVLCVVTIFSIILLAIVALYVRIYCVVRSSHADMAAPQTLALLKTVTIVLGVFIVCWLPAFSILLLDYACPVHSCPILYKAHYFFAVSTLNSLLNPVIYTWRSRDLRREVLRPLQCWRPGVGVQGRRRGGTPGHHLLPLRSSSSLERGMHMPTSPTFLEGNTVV
# HUVEC inhibit: human endothelial cell proliferation inhibition. HUVEC proliferation, CellTiter-Glo luminescence, 72 h; hits give low values. viability, % at 10 µM (by protocol). 1.1% of 86,000 active. AID 648;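 active = viability at or below 30%; inactive = viability above 30%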;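 note: 100% = median luminescence of DMSO-only cell control wells on each plate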
# hDAT+cocaine: modulates human dopamine transporter uptake under cocaine; Q01959; LLC-PK1 hDAT cells, [14C]-dopamine uptake with cocaine IC80; actives deviate in either direction; B-score at 10 µM; 1.3% of 110,000 active; AID 449768;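 active = Z score or B-score, a plate-position-corrected score, falls beyond the plate's 99.7% confidence bounds, in either direction; inactive = both scores lie inside the 99.7% bounds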;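 note: scored against the spread of the other compound wells on the same plate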
# Target sequence (Q01959 whole entry, looked up): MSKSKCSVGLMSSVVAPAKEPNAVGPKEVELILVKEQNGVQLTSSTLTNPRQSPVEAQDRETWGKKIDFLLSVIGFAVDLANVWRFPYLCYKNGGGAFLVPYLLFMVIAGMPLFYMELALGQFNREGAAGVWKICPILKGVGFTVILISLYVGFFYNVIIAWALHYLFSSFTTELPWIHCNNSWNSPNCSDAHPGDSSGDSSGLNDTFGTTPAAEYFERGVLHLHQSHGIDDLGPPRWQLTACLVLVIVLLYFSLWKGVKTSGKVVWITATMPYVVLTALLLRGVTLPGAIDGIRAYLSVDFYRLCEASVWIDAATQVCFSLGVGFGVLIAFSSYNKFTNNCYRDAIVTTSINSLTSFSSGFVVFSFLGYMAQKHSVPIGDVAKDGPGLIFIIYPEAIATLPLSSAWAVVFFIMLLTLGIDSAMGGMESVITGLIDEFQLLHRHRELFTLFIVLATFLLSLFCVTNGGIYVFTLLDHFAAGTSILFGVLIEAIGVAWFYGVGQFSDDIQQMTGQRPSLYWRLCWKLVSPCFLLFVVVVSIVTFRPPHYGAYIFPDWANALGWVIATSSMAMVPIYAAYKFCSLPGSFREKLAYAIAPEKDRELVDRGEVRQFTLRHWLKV
# Ecoli WT expand: E. coli BW25113 growth inhibition, expanded screen. OD600 absorbance. growth inhibition, % at 100 µM. 0.15% of 98,000 active. AID 710;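 active = growth inhibition above about 50% at one test dose, limit read from the data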;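 note: growth measured after 20 h incubation at 37 °C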
# PostGolgi ctrl: inhibits growth of the yeast control strain. 5% of 98,000 active. inhibition, % at 10 µM. efflux-deficient yeast background strain, growth absorbance A615, 16 h
# H69AR inhibit: blocks growth of human H69AR lung tumor cells. AID 598. H69AR lung tumor viability, ATP luminescence, 72 h; hits give low values. 6% of 85,000 active. viability, % at 10 µM;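 active = viability at or below 40%; inactive = viability above 40%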;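 note: multidrug resistant small cell line overexpressing MRP-1 efflux transporter; 100% = mean luminescence of untreated control wells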
# S1P2 ag: agonists of human S1P2 receptor | O95136 | S1P2-expressing cell line, agonist reporter read-out | activation, % at 4.5 µM | 0.46% of 97,000 active; in the data active = activation above about 16%;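 note: 0% = vehicle low control and 100% = maximal reference agonist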
# Fibroblast inh: blocks proliferation of human lung fibroblasts; AID 719; LL 47 human lung fibroblast viability, ATP luminescence; hits give low values; 1.1% of 85,000 active; viability, % at 10 µM;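 active = viability at or below 50% in the single dose screen; inactive = viability above 50%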;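 note: compound exposure lasted 72 h before the ATP readout; 100% = median luminescence of untreated cell-only wells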
#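 test system = LL 47 human lung fibroblasts | amount = 1,150 fibroblasts seeded per well | medium = 15% FBS in IMEM | times = overnight cell rest, 72 h compound treatment at 37 °C | measured by = CellTiter-Glo luminescence measuring cellular ATP | read-out = viability percentage against median untreated-cell control | benchmarks = cell-only wells, no compound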
# The depositor's hits bear a star; / = not tested or not shown. Cut-off read from the data, not from the text of the source, unless noted: active = inhibition above about 30%; inactive = the rest. Random draw from the library. About 11% of those tested had a hit in this group.
SMILES,PostGolgi yeast,S1P2 antag,HUVEC inhibit,hDAT+cocaine,Ecoli WT expand,PostGolgi ctrl,H69AR inhibit,S1P2 ag,Fibroblast inh
CCSc1nnc(NC(=O)CN(C)S(=O)(=O)c2ccc(F)cc2)s1,-7,-12,105,0.082,-6,-4,74,-3,91
CCc1ccc(OCCCC(=O)O)c(Br)c1,-2,-12,87,0.066,-13,8,92,-8,94
O=C(Nc1ccccc1C(=O)NCc1ccco1)NC1CCCCC1,0,0,91,0.72,6,0,90,-2,105
CCc1cccc(NC(=O)CCSCCC(=O)Nc2cccc(CC)c2)c1,-8,-38,95,0.42,-7,2,97,-3,97
COc1ccc(CNC(=O)C2CC(=O)N(c3ccc(OCC(=O)N4CCCCC4)cc3)C2)cc1 (configuration not stated),-4,5,110,0.29,0,-1,86,-6,99
O=C(NCC1(c2ccccc2)CCCC1)C(=O)NCC1(c2ccccc2)CCCC1,/,-12,87,-0.21,/,/,91,0,92
COc1ccccc1C(=O)N1CCN(c2cccc(C(F)(F)F)c2)CC1,25,-9,63,0.11,4,14,15*,-5,63
COC(=O)[C@H](Cc1ccccc1)NC(=O)N1CC(C)OC(C)C1 (some centres not stated),-1,19,95,-0.65,0,-1,95,-7,96
CC(C)OCCCNC(=O)C(=O)NCCCOC(C)C,-1,8,/,-0.98,7,-6,/,2,/
Cc1cc2ccccc2c(=O)n1CC(=O)Nc1ccc2c(c1)OCO2,4,/,92,-1.4,0,3,89,/,98
Cn1c(Cl)c(C(=O)Nc2ccccc2)c2ccccc21,-6,20,/,-0.54,1,-2,/,-5,/
c1ccc(-c2nnc(Cn3c4ccccc4c4nc5ccccc5nc43)o2)cc1,/,-1,47,/,/,/,11*,-7,91
CC(=Nc1ccccc1)Nc1ccccc1,3,/,97,-1.8,10,0,97,/,101
Cc1cc(NC(=O)CSc2nc3sc4c(c3c(=O)n2C)CCCC4)no1,-3,-8,95,/,1,4,85,-5,103
O=C(NCCN1C(=O)CSC1=O)c1ccccc1,-4,15,106,-0.36,5,-10,96,-6,100
Cc1ccccc1C(=O)c1cccn1CC(=O)NCc1ccc2c(c1)OCO2,-4,-15,96,-0.77,1,8,90,-4,95
O=C(COc1ccccc1)NCc1cccs1,1,7,97,-0.73,11,9,91,-7,98
CCOC(=O)C1(CCSC)NC(c2ccco2)C2C(=O)N(C)C(=O)C21 (configuration not stated),-6,8,103,-0.57,5,2,98,-9,93
Cc1cc(C)n(-c2nnc(C)n2NS(=O)(=O)c2ccc(F)cc2)n1,-1,7,93,-0.44,1,1,101,-4,105
C=CCn1c(SCC(=O)NCc2ccc3c(c2)OCO3)nc2scc(-c3ccc(F)cc3)c2c1=O,3,-9,/,-1.3,-11,9,/,-1,/
O=C(NCC(c1cccs1)N1CCOCC1)c1ccc(Cl)s1 (configuration not stated),-4,24,82,-1.8,-2,2,18*,-4,64
CCN(CC)CCOC(=O)CCc1cccc2ccccc12,/,-6,98,-0.67,/,/,100,-2,96
Cc1noc(COc2ccccc2OCc2onc(C)c2Cl)c1Cl,/,-6,111,-1.4,/,/,93,0,91
CCOC(=O)c1sc(NC(=O)c2cccs2)cc1C,-5,19,79,-1.1,-5,12,62,-9,85
O=C(c1ccc2c(c1)N(Cc1ccccc1)CCS2)N1CCCCC1,2,-25,95,0.6,-12,43*,77,9,101
Cc1cccc(N(CC(=O)Nc2c(C)n(C)n(-c3ccccc3)c2=O)S(C)(=O)=O)c1C,-6,-17,86,-0.74,1,6,85,-1,89
Cc1ccc(NC(=O)COC(=O)Cn2c(C)csc2=O)cc1,-2,-4,86,-0.042,4,8,90,-11,94
Cc1cc(NC(=O)CSc2nc(C3CCCCC3)nc3ccccc23)no1,0,-9,100,-0.0026,3,11,20*,-5,82
Cc1cc(C)cc(OCC(=O)NCCN2CCOCC2)c1,5,-9,101,-0.095,1,5,90,-4,100
CCCCOC(=O)n1ccc(C(=O)Nc2ccccc2OC)n1,2,-4,99,-0.48,5,1,77,-5,107
CC1(C)C(c2ccccc2)=[N+]([O-])C2(CCCCC2=O)N1O (configuration not stated),/,-5,103,0.68,/,/,84,-4,96
Cc1cccc(-n2c(O)c(C=Nc3c(C)n(C)n(-c4ccccc4)c3=O)c3ccccc3c2=O)n1,2,16,109,3.8*,-12,10,106,-1,107
CC(C)OC(=O)c1nn2c(C(F)(F)F)cc(-c3ccco3)nc2c1Cl,/,-13,91,-0.67,/,/,83,-2,93
Cc1ccccc1CSc1nc2c(c(=O)[nH]1)CCC2,-8,/,91,0.77,4,13,88,/,107
COc1ccc(N2CCN(Cc3cc(=O)oc4ccc(Cl)cc34)CC2)cc1,4,16,84,-0.18,1,-1,54,-3,87
COCCN(CCOC)C(=O)C12CCC(C)(C(=O)C1)C2(C)C (configuration not stated),9,9,102,-0.71,-2,5,99,1,101
COc1ccc(-c2n[nH]c(C(F)(F)F)c2-c2cc3ccccc3o2)c(O)c1,104*,5,12*,-0.0073,17,102*,11*,-12,79
CCCc1cc(=O)[nH]c(SCC)n1,-1,14,90,1.1,4,1,/,-8,97
CCOC(=O)CNc1nc(OCC#N)nc(N2CCOCC2)n1,5,6,102,-0.77,-2,1,99,-5,100
O=C(CCn1c(=O)oc2ccccc21)Nc1cccc(Cl)c1,0,/,89,0.042,-4,11,82,/,104
CN1CCN(CCCNC(=O)c2ccc(CS(=O)(=O)c3ccc(Br)cc3)o2)CC1,-7,-6,101,-0.21,-1,3,94,-1,104
O=C(COC(=O)c1cccs1)NCC1CCCO1 (configuration not stated),-12,4,95,0.56,3,2,97,-5,101
CCCC1c2ccc(C)n2CCN1C(=O)Nc1ccccc1Cl (configuration not stated),2,/,104,0.3,0,20,48,/,99
COc1ccc(OC(=O)c2cc3ccccc3o2)cc1,2,4,87,0.088,3,3,104,-5,99
O=c1c2c(n3cnnc3n1C1CCCCC1)-c1ccccc1CC21CCCCC1,/,-3,84,1.9,/,/,64,0,94

# Four compounds out of the list, arranged by number of heavy atoms, rising:
SMILES,PostGolgi yeast,S1P2 antag,HUVEC inhibit,hDAT+cocaine,Ecoli WT expand,PostGolgi ctrl,H69AR inhibit,S1P2 ag,Fibroblast inh
CC(=Nc1ccccc1)Nc1ccccc1,3,/,97,-1.8,10,0,97,/,101
Cc1ccc(NC(=O)COC(=O)Cn2c(C)csc2=O)cc1,-2,-4,86,-0.042,4,8,90,-11,94
O=C(c1ccc2c(c1)N(Cc1ccccc1)CCS2)N1CCCCC1,2,-25,95,0.6,-12,43*,77,9,101
c1ccc(-c2nnc(Cn3c4ccccc4c4nc5ccccc5nc43)o2)cc1,/,-1,47,/,/,/,11*,-7,91

# (cont.)
SMILES,PostGolgi yeast,S1P2 antag,HUVEC inhibit,hDAT+cocaine,Ecoli WT expand,PostGolgi ctrl,H69AR inhibit,S1P2 ag,Fibroblast inh
CCN(CC)S(=O)(=O)c1ccc(-c2nnc(SCC(=O)N3c4ccccc4CC3C)o2)cc1 (configuration not stated),1,1,84,0.057,5,-12,73,-8,92
COCCN(CCOC)C(=O)c1sc2nc(-c3ccccc3)cn2c1C,22,7,87,0.5,1,4,96,-3,100
C=CCn1c(-c2cccc(Cl)c2)n[nH]c1=S,-1,19,88,-1.5,0,8,87,-4,100
COc1ccc(NC(=O)C2CCCN(S(=O)(=O)c3c(C)n[nH]c3C)C2)c(OC)c1 (configuration not stated),-7,2,102,0.94,-1,2,81,-8,101
CCSc1nnc(Cn2c(=O)sc3ccccc32)n1-c1ccc(OC)cc1,2,/,85,0.52,-1,5,73,/,91
COCCc1nnc(NC(=O)Cc2ccccc2)s1,-1,/,107,-0.79,9,-5,94,/,106
COc1ccc(C(CC(=O)c2ccccc2)S(=O)(=O)c2ccc(C)cc2)cc1 (configuration not stated),-8,-6,/,-0.79,-3,-3,/,-8,/
Cc1cc(C)c(NC(=O)C2CCCN2CCC(C)C)c(C)c1 (configuration not stated),/,-11,101,0.15,/,/,88,1,97
Cc1cn(COC/C=C/c2ccccc2)c(=O)[nH]c1=O,1,13,85,1.5,-5,3,94,-10,97
O=C(Nc1nc2ccccc2[nH]1)C1CCN(S(=O)(=O)c2cccs2)CC1,21,2,/,0.61,-11,-8,/,-3,/
COC(=O)[C@H](CCSC)NC(=O)NCc1ccccc1F,-7,-1,99,-1.2,10,3,97,-5,92
COc1cc2c(cc1NC(=O)CCCN1C(=O)CCC1=O)oc1ccccc12,1,3,74,2.7*,4,-3,81,-4,99
CCC(C)NC(=O)CC(NS(=O)(=O)c1ccc(Cl)cc1)c1ccco1 (configuration not stated),15,-22,95,-0.24,1,4,85,-9,96
CNC(=O)COC(=O)c1ccccc1Oc1ccccc1,2,0,110,0.69,5,-1,95,-2,103
O=C(CSc1nnc(-c2cccnc2)n1Cc1ccccc1)NCc1ccccc1,/,25,93,-0.28,/,/,86,-9,99

# Profiles from above:
# O=C(Nc1ccccc1C(=O)NCc1ccco1)NC1CCCCC1 reads PostGolgi yeast: 0; S1P2 antag: 0; HUVEC inhibit: 91; hDAT+cocaine: 0.72; Ecoli WT expand: 6; PostGolgi ctrl: 0; H69AR inhibit: 90; S1P2 ag: -2; Fibroblast inh: 105
# C=CCn1c(-c2cccc(Cl)c2)n[nH]c1=S reads PostGolgi yeast: -1; S1P2 antag: 19; HUVEC inhibit: 88; hDAT+cocaine: -1.5; Ecoli WT expand: 0; PostGolgi ctrl: 8; H69AR inhibit: 87; S1P2 ag: -4; Fibroblast inh: 100

# (more compounds)
SMILES,PostGolgi yeast,S1P2 antag,HUVEC inhibit,hDAT+cocaine,Ecoli WT expand,PostGolgi ctrl,H69AR inhibit,S1P2 ag,Fibroblast inh
CCCC1(C(=O)O)NC(c2ccccc2O)C2C(=O)N(Cc3ccccc3)C(=O)C21 (configuration not stated),-3,18,96,1.1,-1,9,93,-5,96
Cc1ccc(S(=O)(=O)C2(C(=O)N3CCCC(C)C3)CC2)cc1 (configuration not stated),-4,22,99,0.63,0,-5,104,-1,98
COC(=O)c1ccc(NC(=O)CCn2cccc2)cc1,2,10,99,1.1,12,6,98,-3,107
CC1(C)CC(CC(=O)Nc2ccc([N+](=O)[O-])cc2)C(=O)O1 (configuration not stated),8,-28,/,0.46,6,-3,/,-3,/
Cc1cc(C)nc(/N=C2\NC(=O)CC(C(=O)O)N2CCc2c[nH]c3ccccc23)n1 (configuration not stated),1,12,92,0.011,3,3,90,-4,95
O=C(CCCn1c(=O)oc2ccccc21)N1CCc2ccccc2C1,21,6,98,1.4,3,6,94,-5,93
